Assay outcomes as filed in PubChem.
UTI89 phage lysis: inhibition of K1F phage lysis, E. coli UTI89, bacterial capsule biogenesis inhibitors, alamar blue (AID 488966) | E. coli UTI89 K1F phage lysis, alamar blue, 2 h; higher % means a stronger effect | hit rate 0.02% among 340,000 | one-dose inhibition, % at 100 µM; IC50 in µM for titrated hits;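 active = phage lysis inhibition, versus mean bacterial control, above a set limit; inconclusive = no clear call, values can overlap the other calls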;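 also: capsule biogenesis inhibitors block K1F phage lysis so surviving cells raise fluorescence; higher fluorescence means more inhibition of phage lysis; actives were called in the ten point dose series up to 300 µM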
Salmonella PhoP GFP: inhibitors of PhoP regulon expression, primary screen, Salmonella Typhimurium, GFP reporter (AID 1863); S. Typhimurium PhoP-regulated promoter GFP reporter, 4 h; higher % means a stronger effect; hit rate 0.16% among 300,000; inhibition, % at 50 µM; hits with a dose series show IC50 in µM;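 active = inhibition over 29.93%, a cutoff 3 SD above the screen mean, later confirmed by dose response; inconclusive = inhibition over 29.93% but no dose response follow-up; inactive = inhibition at most 29.93% or unconfirmed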;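 also: 0% = low Mg2+ inducing control and 100% = high Mg2+ repressing control; strong numbers were not always called active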
TNAP activation fold: stimulation of alkaline phosphatase TNAP activity – biochemical, luminescent, no phosphate acceptor, uHTS, primary screen (AID 1001); purified TNAP, luminescent activation assay, no phosphate acceptor; higher activation fold means a stronger effect; activation fold at 20 µM; hits with a dose series show EC50 in µM; hit rate 0.03% among 200,000; in the data active = activation fold from about 3, or a potency from the dose series; inactive = the rest, 99 in 100 with activation fold below about 1.6; also: many of its hits are not listed in these tables
NTR1 ag: agonists of NTR1, primary screen, imaging, U2OS cells, beta-arrestin-GFP, high content (AID 493036). P30989. activation, % at 20 µM. NTR1-U2OS beta-arrestin-GFP spot imaging, agonist mode. hit rate 0.17% among 330,000;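 active = activation at or above 40% of the spot to cytoplasm intensity ratio, with at least 20 cells analyzed; inconclusive = wells under 20 cells, flagged as cytotoxic or low count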;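 also: 0% = DMSO without peptide and 100% = 100 nM NTR1 peptide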
Target sequence (P30989 whole entry, looked up): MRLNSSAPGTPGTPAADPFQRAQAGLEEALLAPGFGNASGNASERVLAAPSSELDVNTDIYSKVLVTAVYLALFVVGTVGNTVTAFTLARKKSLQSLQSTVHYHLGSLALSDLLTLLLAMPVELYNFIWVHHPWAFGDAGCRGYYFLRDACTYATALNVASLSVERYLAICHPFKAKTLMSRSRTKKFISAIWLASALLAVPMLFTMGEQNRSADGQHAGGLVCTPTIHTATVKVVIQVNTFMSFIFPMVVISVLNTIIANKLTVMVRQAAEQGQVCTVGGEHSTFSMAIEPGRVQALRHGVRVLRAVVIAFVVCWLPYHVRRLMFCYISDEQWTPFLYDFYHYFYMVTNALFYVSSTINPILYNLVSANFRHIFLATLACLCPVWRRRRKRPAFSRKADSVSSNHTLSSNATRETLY
Large T inhibition: TAg ATPase/helicase activity blockers – biochemical (AID 1903); SV40 large T antigen ATPase/helicase inhibition assay; higher % means a stronger effect; hit rate 0.39% among 310,000; one-dose inhibition, % at 20 µM; IC50 in µM for titrated hits; in the data active = a potency from the dose series; inconclusive = inhibition mostly from about 32% at the one dose, without a potency; inactive = the rest, 99 in 100 with inhibition below about 32%; also: strong numbers were not always called active
Myeloid diff 2: promotes myeloid progenitor differentiation. calls only at 10 µM. AID 624256. ER-HoxA9 myeloid progenitors, lysozyme-GFP differentiation, flow cytometry. hit rate 1% among 360,000;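 active = normalized GFP-positive differentiation at or above the plate's own cutoff, the solvent-only control mean plus 3 SD; inconclusive = no clear call, values can overlap the other calls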;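 also: cells exposed to compound for four days before flow analysis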
T cell HTS: T cell immune modulation candidate. 2C CD8+ T cell-vesicle binding, flow cytometry; stronger effect = lower value. calls only at 7 µM. hit rate 0.068% among 330,000. AID 2052;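 active = response, share of CD8 T cells binding vesicles, and their 90th percentile fluorescence all below set limits, cut at about 80% in these data, passing the limit was not always enough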
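material = purified 2C TCR transgenic mouse naive CD8+ T cells | controls = Unloaded micro-vesicles (low), QL9 vesicles with 0.7% DMSO (high) | detection = cytometric PE anti-B7-1 and Alexa647 anti-CD8 signals after 1% paraformaldehyde fixation | incubation = binding step 1.5 h, 37 °C, antibody labelling 20 min, ice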
RSV CPE inhibition: RSV antiviral activity via CPE protection, HEp-2 cells, primary 10 µM value included (AID 2391) | HEp-2 cells, RSV-induced CPE inhibition; higher % means a stronger effect | CPE inhibition, % at 10 µM, or IC50 in µM where a hit was titrated | hit rate 0.13% among 310,000; in the data active = a potency from the dose series; inconclusive = CPE inhibition mostly from about 23% at the one dose, without a potency; inactive = the rest, 99 in 100 with CPE inhibition below about 21%; also: strong numbers were not always called active
MgcRacGAP inhibition: MgcRacGAP GTPase-activating activity inhibitors, confirmation, biochemical, ADP Hunter fluorescence | MgcRacGAP-stimulated Rac1 GTP hydrolysis, ADP Hunter fluorescence; higher % means a stronger effect; GST-tagged Rac1 F28L mutant substrate | one-dose inhibition, % at 30 µM; IC50 in µM for titrated hits | hit rate 0.6% among 340,000 | AID 624330;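 active = first-screen hits whose inhibition reached a set limit at any dose in the follow-up dose series; inconclusive = inhibition above the set first-screen limit but never retested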;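 also: fluorescence reports GDP produced by GAP-driven GTP hydrolysis; strong numbers were not always called active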
T cell HTS vesicle-bound %: further read-out of T cell HTS, marked with its call; double positive events, %; measured here: CD8+ vesicle-bound cell fraction;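 binding gate set so that unloaded-vesicle control wells show 10% double positive cells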
NTR1 ag cell count 20 µM: recorded beside NTR1 ag, whose call it bears; cell count; measured here: cell count, cytotoxicity flag
Myeloid diff 2 GFP+ MAC1+ %: recorded beside Myeloid diff 2, whose call it bears; GFP+ MAC1+ double positive, %; measured here: differentiation confirmed by MAC1 staining
Starred values were filed as active, the others as inactive; i = inactive; ? = inconclusive; . = not tested or not shown; [ ] = another dose, or the depositor's remark. An unsorted share of the library; any-hit rate near 2.3%.

SMILES	UTI89 phage lysis	Salmonella PhoP GFP	TNAP activation fold	NTR1 ag	NTR1 ag cell count 20 µM	Large T inhibition	Myeloid diff 2	Myeloid diff 2 GFP+ MAC1+ %	T cell HTS	T cell HTS vesicle-bound %	RSV CPE inhibition	MgcRacGAP inhibition
Cc1c(N/C=C(\Cl)C(=O)C(F)(F)F)c(=O)n(-c2ccccc2)n1C	1.8%	0.6%	1	0.9	58	27.1%	i	0.4	i	26.8	2.4%	8.4%
CCn1cc(C(=O)N[C@@H](CC(C)C)C(=O)NCCCn2ccnc2)c(=O)c2cc3c(cc21)OCO3	0.1%	-0.1%	.	1.0	64	15.1%	i	3.5	i	11.0	-0.8%	5.5%
Cn1c(C(=O)NCCN2CCOCC2)cc2sccc21	0.7%	-1.2%	1.1	2.9	47	1.1%	i	6.5	i	6.3	0.6%	8.9%
COc1cc([N+](=O)[O-])ccc1NC(=O)NNC(=O)c1sccc1C	0.1%[50 µM]	-8.2%	.	0.6	59	15.9%	i	1.3	i	49.9	2.9%	3.8%
Cc1ccccc1OCC(=O)N(CC(C)C)c1c(N)n(CC(C)C)c(=O)[nH]c1=O	-0.9%[50 µM]	0.8%	.	0.9	55	-0.9%	i	0.7	i	12.1	-0.5%	14.7%
Cc1c(Nc2cc(N3CCOCC3)c3nonc3c2[N+](=O)[O-])c(=O)n(-c2ccccc2)n1C	.	-6.1%	1	.	.	9.2%	.	.	i	34.2	0.5%	.
O=C(COC(=O)C1COc2ccccc2O1)NC(=O)NC1CCCC1 (stereo not given)	1.8%	-4.8%	1.1	3.5	39	-3.7%	i	0.6	i	35.3	3.3%	12.5%
Cc1cc(/C=C2\SC(=S)NC2=O)c(C)[nH]1	-2.1%	10.9%	0.9	-3.2	19	22.4%	i	1.8	i	64.4	6.4%	207µM*
O=C(CSC(=S)N1CCOCC1)Nc1nccs1	1.2%	-9.8%	.	-1.2	69	3.5%	i	1.3	i	43.6	1.0%	-1.3%
O=C(NN1C(=O)C2C3CCC(O3)C2C1=O)c1ccco1 (stereo not given)	1.6%[50 µM]	-4.2%	1.1	7.3	78	8.1%	i	0.2	i	20.9	4.0%	-0.1%
C=CCc1ccccc1OCC(O)CN1CCN(c2ccc(C)cc2)CC1 (stereo not given)	-3.2%	6.0%	1	7.1	52	19.2%	i	6.3	i	5.5	-1.8%	18.7%
COc1ccccc1CNC(=O)CN(c1ccc(C)cc1)S(=O)(=O)c1c(C)n[nH]c1C	1.7%	-4.6%	1.1	-1.0	56	3.3%	i	0.1	i	60.5	0.6%	5.6%
Cc1ccc(NC(=O)CC2C(=O)NC3CCCCC3N2C(=O)c2ccc(F)cc2)cc1C (stereo not given)	0.4%	14.7%	1	2.3	52	16.5%	i	0.9	i	61.0	-0.9%	11.3%
CCCC(=O)Nc1ccc(C(=O)/C=C/c2ccc(SC)cc2)cc1	-0.5%	-6.6%	1.1	-0.9	41	16.4%	.	.	i	34.0	5.8%	12.8%
COc1ccc(Cc2n[nH]c(=S)n2Cc2ccccc2)cc1Cl	0.2%	-5.2%	1.6	1.6	47	3.7%	i	0.1	i	20.2	10.4%	10.2%
CCOc1ccc(-n2c(SCC(=O)Nc3ccc4c(c3)OCO4)nc3ccccc3c2=O)cc1	-3.5%	-16.1%	1.1	-1.2	59	0.1%	i	1.8	i	7.6	5.1%	-2.2%
CCOC(=O)C1CCCN(C(=O)Cn2c(=O)c3cccn3c3cccnc32)C1 (stereo not given)	0.0%	-3.5%	.	-0.9	59	15.5%	i	0.6	i	31.5	.	10.6%
COc1cccc(N/C(=N/C(=S)Nc2ccc(C)cc2C)Nc2nc(C)cc(C)n2)c1	-0.1%	-10.1%	.	7.8	44	19.7%	.	.	i	3.7	.	8.1%
CCN(CC)c1ccc(/C=N/NC(=O)C(O)c2ccccc2)cc1 (stereo not given)	0.1%	.	1.1	0.7	49	.	i	0.0	i	30.0	-0.2%	9.0%
O=C(Cn1cnc2c(cnn2-c2ccc(Cl)cc2)c1=O)NC1CCCCC1	-2.7%	-3.0%	1.1	-0.9	89	-0.5%	i	1.5	i	28.7	3.1%	4.7%
CN(C)Cc1ccc(F)cc1Sc1cc(Cl)ccc1Cl	-1.3%[50 µM]	-6.3%	1	3.6	69	23.6%	i	0.5	i	46.4	1.5%	-0.2%
CCOC(=O)c1c(C)oc2ccc(OC(=O)N3CCOCC3)cc12	2.1%	-5.4%	1.1	0.6	53	1.7%	i	8.1	i	24.2	0.0%	-3.1%
CCOC(=O)CSc1nc(C(C)(C)C)nc2ccccc12	-0.2%	7.6%	1.1	4.7	40	1.1%	i	0.2	i	4.4	5.6%	1.1%
CCCCNC(=S)NC(=O)c1ccc(Cl)cc1Cl	0.3%	11.2%	1.1	2.1	58	-1.3%	i	0.7	i	9.0	1.5%	2.1%
COc1ccc(S(=O)(=O)N(CC(=O)NCc2ccncc2)c2ccc(C)cc2)cc1OC	0.1%	2.6%	.	-1.0	40	7.0%	i	0.4	i	25.7	0.9%	8.5%

(next part)
SMILES	UTI89 phage lysis	Salmonella PhoP GFP	TNAP activation fold	NTR1 ag	NTR1 ag cell count 20 µM	Large T inhibition	Myeloid diff 2	Myeloid diff 2 GFP+ MAC1+ %	T cell HTS	T cell HTS vesicle-bound %	RSV CPE inhibition	MgcRacGAP inhibition
Cc1ccc(OCCn2cnc3ccccc3c2=O)c([N+](=O)[O-])c1	2.6%[50 µM]	4.3%	1.2	0.5	50	1.6%	i	0.6	i	17.5	3.0%	8.2%
O=C(NN=Cc1ccc(O)cc1O)c1ccccc1NS(=O)(=O)c1cccs1	-0.6%[50 µM]	.	.	2.0	62	.	i	0.5	i	39.7	.	110µM*
Cc1ccc(OCC(=O)NCCN2CCOCC2)cc1C	0.1%	14.3%	1.1	1.0	49	7.9%	i	1.0	i	39.6	3.0%	9.6%
Cc1ccc(S(=O)(=O)N2CCN(C(=O)CN3CCCSc4ccccc43)CC2)cc1	0.6%[50 µM]	.	.	2.7	74	.	i	0.4	i	4.7	2.3%	4.7%
CCOc1ccccc1NC(=O)C1CCCCN1S(=O)(=O)c1ccc(F)cc1 (stereo not given)	3.0%	-3.2%	1	6.5	55	20.4%	i	7.4	i	39.7	5.9%	3.8%
OC(COC1CCCCC1)CN1CCN(c2ccccc2)CC1 (stereo not given)	0.4%	4.3%	1	0.3	76	2.8%	i	0.8	i	27.9	6.1%	5.4%
CN(c1cccc(NC(=O)CN(c2ccc(Cl)c(Cl)c2)S(=O)(=O)c2ccccc2)c1)S(C)(=O)=O	-5.3%	-6.7%	1.5	6.2	40	12.6%	i	0.3	i	33.3	16.4%	0.6%
Cc1cccc(-c2nc(C#N)c(N3CCC(C)CC3)o2)c1	-0.9%[50 µM]	-12.0%	.	0.1	95	5.7%	i	0.8	i	16.7	2.0%	-3.6%
COc1ccc(NC(=O)CSc2nc(O)c(Cc3ccccc3)c(=O)[nH]2)cc1	-0.4%	-10.4%	1	-1.1	59	-0.2%	i	4.5	i	22.6	-0.1%	10.7%
COC(=O)C[C@H]1c2cc(F)ccc2S(=O)(=O)N1Cc1ccccc1	0.4%	-9.8%	.	-1.9	102	3.0%	i	2.1	i	21.7	-0.4%	1.9%
CN(C)c1cc2c(cc1NC(=O)c1ccccc1Cl)n(C)c(=O)n2C	0.2%	3.6%	.	1.6	57	11.4%	i	0.2	i	62.2	1.9%	16.6%
Cc1c(C)c2ccc(OC(C)C(=O)NCCCn3ccnc3)c(C)c2oc1=O (stereo not given)	-0.2%	-8.7%	.	-0.6	49	9.6%	i	1.5	i	22.1	-0.8%	9.1%
O=C(c1c[nH]c2ccccc12)C(O)C(c1ccccc1)N1CCOCC1 (stereo not given)	0.1%	-10.1%	1.1	-0.8	69	5.5%	i	0.6	i	33.9	3.0%	4.9%
CC(NC(=O)c1cccnc1)C(c1cccs1)N1CCN(C)CC1 (stereo not given)	-0.4%	-9.0%	1	0.0	102	-0.1%	i	0.9	i	32.3	0.1%	4.4%
N#Cc1ccc2ccn(CC(=O)NCc3ccccc3)c2c1	8.2%	-5.0%	1.1	-0.6	45	7.0%	i	1.7	i	9.0	1.8%	5.0%
Cc1cc(C)c2cc(C#N)c(SCC(=O)NCC3CCCO3)nc2c1 (stereo not given)	4.0%	-6.4%	1.1	-1.0	53	-0.2%	i	1.0	i	51.2	1.4%	15.5%
NC(=O)CSc1nnc(Cc2csc(Nc3ccc(F)cc3)n2)n1Cc1ccccc1	2.1%	-1.4%	1	1.3	69	-17.6%	i	0.5	i	44.9	1.3%	4.1%
COCc1ccc(C(=O)N2CCCC(N3CCN(c4ccccc4C)CC3)C2)s1 (stereo not given)	0.1%	-2.9%	.	0.9	65	16.6%	i	3.2	i	20.3	0.9%	8.3%
O=C1C=C(NCCOC23CC4CC(CC(C4)C2)C3)C2(CCCCC2)O1	1.5%	9.5%	1.1	2.1	41	2.3%	i	0.4	i	33.7	-1.6%	7.1%
CCS(=O)(=O)Nc1cc(C(=O)OC)ccc1C(=O)OC	10.2%	38.5%	1.1	-1.0	59	2.4%	i	0.5	i	8.8	0.2%	6.5%
COc1ccc(CN(C)C(=O)Cc2ccc(OC)c(S(=O)(=O)N3CCOCC3)c2)cc1	0.3%[50 µM]	1.1%	.	-0.9	65	6.5%	i	1.3	i	14.9	-0.4%	6.8%
Nc1ncnc2c1ncn2[C@@H]1O[C@H](CNC(=O)[C@@H]2CCN2)[C@@H](O)[C@H]1O	0.1%	.	.	4.9	37	.	i	0.8	.	.	.	0.5%
O=C(Nc1ccc(Cl)cc1)Nc1cc([N+](=O)[O-])ccc1F	3.3%	-7.7%	1	11.8	63	8.9%	i	0.9	i	42.8	?	4.6%
CN(CC(=O)Nc1ccc(F)cc1)C(=O)COC(=O)c1cc([N+](=O)[O-])ccc1N1CCOCC1	0.9%[50 µM]	-6.0%	.	0.7	42	11.1%	i	0.5	i	45.7	-0.2%	2.8%
